12-hLO inh: inhibitors of human 12-lipoxygenase (ALOX12); P18054; purified 12-hLO, xylenol orange hydroperoxide absorbance; Potency, µM (titrated, usually from 57.1 µM), for inactives: top-dose activity change, negative = inhibition, hits mostly inhibitors; actives 0.12% (n = 150,000); AID 1452; also: potency is read from the fitted curve at half-maximal effect; nearly all actives have a fitted effect of over 55% in size; many of its hits are not listed in these tables
Target sequence (P18054 whole entry, looked up): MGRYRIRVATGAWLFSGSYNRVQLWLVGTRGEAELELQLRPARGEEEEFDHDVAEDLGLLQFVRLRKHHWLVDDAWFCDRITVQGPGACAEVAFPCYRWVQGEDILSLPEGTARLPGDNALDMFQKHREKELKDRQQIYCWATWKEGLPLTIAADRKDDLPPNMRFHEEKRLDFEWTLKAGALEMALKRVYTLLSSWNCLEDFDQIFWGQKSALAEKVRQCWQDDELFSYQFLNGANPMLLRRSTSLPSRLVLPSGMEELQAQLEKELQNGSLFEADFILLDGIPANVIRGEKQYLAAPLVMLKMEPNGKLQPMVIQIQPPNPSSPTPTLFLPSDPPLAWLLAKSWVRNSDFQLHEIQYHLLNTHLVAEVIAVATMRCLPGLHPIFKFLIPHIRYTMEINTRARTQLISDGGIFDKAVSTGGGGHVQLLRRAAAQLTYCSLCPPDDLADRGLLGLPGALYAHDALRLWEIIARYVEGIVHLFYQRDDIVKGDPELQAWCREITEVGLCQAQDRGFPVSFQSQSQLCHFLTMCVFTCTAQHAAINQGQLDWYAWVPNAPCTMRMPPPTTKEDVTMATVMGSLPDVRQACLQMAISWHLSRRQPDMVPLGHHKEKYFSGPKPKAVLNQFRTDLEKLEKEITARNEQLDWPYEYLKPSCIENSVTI
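Xylenol orange chromogenic assay: hydroperoxide from 12hLO oxidises Fe(II), giving red-shifted Fe(III)-XO absorbance. Conditions: 150 nM enzyme, 40 uM arachidonic acid, 25 mM Hepes pH 7.0, 0.01% Triton X-100, 30 min, room temperature.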
IMPase inh: membrane-permeable compound that blocks inositol monophosphatase. P97697. CHO-M1 cells, IP1 accumulation, HTRF TR-FRET ratio. inhibition (IP1 accumulation), % at 46.1 µM. 120,000 tested, under 10 active. AID 901; active = well fitted curve in the direction sought with a large enough effect in the signal ratio, not every such curve was filed as active; inconclusive = small, poorly fitted or top-dose-only effect, or a change in a side signal; inactive = no such curve, though single readings can be large or run the other way; the % refers to the signal ratio;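 also: cells stimulated with carbachol in lithium chloride buffer; plate controls were DMSO basal wells for no effect and reference inhibitor wells for full effect; higher means more IMPase inhibition seen as more IP1 and lower FRET ratio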
Target sequence (P97697 whole entry, looked up): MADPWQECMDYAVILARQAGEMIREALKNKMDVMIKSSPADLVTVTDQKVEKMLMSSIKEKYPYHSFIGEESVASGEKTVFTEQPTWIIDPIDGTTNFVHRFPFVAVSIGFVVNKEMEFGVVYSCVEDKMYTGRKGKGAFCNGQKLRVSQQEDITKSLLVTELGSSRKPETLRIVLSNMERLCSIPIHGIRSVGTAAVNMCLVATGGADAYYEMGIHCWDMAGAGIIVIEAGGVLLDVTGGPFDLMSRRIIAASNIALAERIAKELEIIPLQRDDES
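The IP-One HTRF competitive assay in carbachol-stimulated CHO-M1 cells quantifies cellular IP1. Compounds spanned up to 46 uM final, and activity is expressed as AC50 from concentration-response fits of the ratio and donor data.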
15-hLO-2 inh: inhibitors of human 15-lipoxygenase 2 (ALOX15B). Potency, µM (doses to about 57.1 µM), for inactives: at the highest dose activity change, negative = inhibition, usual class: inhibitors. purified 15hLO-2, xylenol orange hydroperoxide absorbance. actives 0.56% (n = 110,000). AID 881; also: potency is read from the fitted curve at half-maximal effect; nearly all actives have a fitted effect of over 60% in size; many of its hits are not listed in these tables
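Screening format was qHTS against 50 nM purified 15hLO-2 in Hepes pH 7.5 with detergent. Activity follows hydroperoxide formation from 45 uM arachidonic acid, measured as 573:405 nm absorbance ratio of the ferric-xylenol orange complex.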
PNC assembly inh: blocks assembly of the perinucleolar compartment. PC3M PTB-GFP, PNC prevalence imaging, 16 h; stronger effect = lower value. actives 3.1% (n = 140,000). activity change (PNC), negative = inhibition, % at 10 µM;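 active = readout at or below -70, meaning at least 70% loss of cells showing the perinucleolar compartment, a nuclear body marking cancer cells; inconclusive = readout between -30 and a set limit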;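 also: plate controls were DMSO wells for no effect and camptothecin positive control wells for full effect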
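Compounds are pinned in duplicate onto adhered PC3M cells stably expressing GFP-tagged PTB and incubated 16 h at 37 C. Cells are then fixed, nuclei stained with Hoechst, and PNC-positive cells counted.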
Starred values were filed as active, the others as inactive; ? = inconclusive; nt = no result given; [ ] = remark or other dose. Unless noted, calls follow the shape of the dose curve; as a rule, active = well fitted curve in the direction sought with a large enough effect; inconclusive = small, poorly fitted or top-dose-only effect, or another doubt; inactive = no such curve, though single readings can be large; an effect the other way counts as inactive or inconclusive. Unless noted, % is scaled to controls: 0 for no effect and ±100 for the full control effect. The list is partial; the hit share may differ from the screen's.

SMILES	12-hLO inh	IMPase inh	15-hLO-2 inh	PNC assembly inh
O=C1CC(N2CCOCC2)C(=O)N1c1ccccc1Cl (centres undefined)	0%	4	-15%	-94*
CCOC(=O)C1=C(C)NC(SC)=NC1c1ccc(OC)cc1 (centres undefined)	-11%	2	nt	174
CCCC1CC(C)(C(=O)CSc2n[nH]c(-c3ccccc3)n2)OC1=O (centres undefined)	-2%	-6	-2%	-8
O=C1NC(c2cccc([N+](=O)[O-])c2)=CCN1c1ccccc1O	-2%	-4	7%	nt
COc1ccc2oc(=O)c(C(=O)N3CCN(c4ccccc4F)CC3)cc2c1	0%	-1	0%	?
Cc1cc(=O)oc2n[nH]c(-c3ccccc3)c12	1%	7	0%	7
CC(C)CCOC(=O)C1C(c2ccccc2)C(C(=O)O)C1c1ccccc1 (centres undefined)	8%	4	-3%	13
O=C1N/C(=C/c2ccc(N3CCOCC3)o2)C(=O)N1c1ccccc1	-11%	nt	nt	?
CCCn1c(C)cc(C(=O)CSc2nc3nc(C)cc(C)n3n2)c1C	-1%	nt	nt	-26
O=C(C[n+]1cc(-c2ccc(F)cc2)n2c1CCC2)OCc1ccccc1	2%	nt	nt	5
Cc1cc(C)n(-c2nc3sc4c(c3c(=O)[nH]2)CCCC4)n1	7%	-5	41%[activator]	?
O=C(O)/C=C/c1cn(-c2ncc(C(F)(F)F)cc2Cl)c2ccccc12	-7%	24	-26%	?
CCOC(=O)N1CCN(C(=O)C(CC(C)C)NC(=O)C2CCCCC2)CC1 (centres undefined)	-3%	3	2%	-21
Cn1c(=O)c2c(ncn2CC(=O)N2CCN(c3cccc(Cl)c3)CC2)n(C)c1=O	-2%	5	2%	25
O=C(COc1ccccc1)Nc1cccc2nsnc12	10%	0	-3%	-7
COc1ccc(C(=O)Oc2ccc3oc(=O)sc3c2)cc1	-11%	5	-14%	15
Nc1ccc(CCNc2ncnc3c2ncn3[C@@H]2O[C@@H](CO)[C@H](O)[C@@H]2O)cc1	-6%	-6	-1%	nt
Cn1cc(C(=O)Nc2ccc(F)c(F)c2)cn1	3%	3	-4%	21
C/C(=C1/SC(N2CC(C)OC(C)C2)=NC1=O)c1ccccc1 (centres undefined)	2%	1	2%	-29
O=C(O)c1cc2c(ccc3ccccc32)o1	-4%	-10	-4%	-17
Cc1cccc(C)c1OC(=O)CSc1nnc(-c2ccccc2)o1	2%	10	nt	-8
O=C(c1ccc2ccccc2c1)c1c[nH]cc1-c1ccccc1	-4%	-8	nt	6
COc1cnc(-c2ccccn2)nc1Sc1ccccc1Cl	15%	1	nt	27
CC(=O)N1CC=C2C(C#N)=C(N)C(C#N)(C#N)C(C)C2C1 (centres undefined)	1%	-5	0%	-20
OC1CCCN(Cc2c3ccccc3cc3ccccc23)C1 (centres undefined)	7%	1	13%	45
CC(C)C(=O)Nc1cccc(-c2cn3ccsc3n2)c1	-5%	-4	1%	-13
CCOC(=O)CSc1nnc(C2CCCCC2)n1C	-17%	?	8%	7
O=C(CSc1n[nH]c(-c2cccnc2)n1)Nc1ccnc2ccccc12	7%	0	-10%	51
CN(C)c1ccc(NC(=O)CN2CCN(CC(=O)Nc3ccc(F)cc3)CC2)cc1	1%	-3	6%	?
O=C(NC1=NCCS1)c1cc(-c2cccc(Br)c2)nc2ccccc12	0%	nt	nt	?
O=C(c1cnn2ccccc12)N1CCc2ccccc21	1%	-2	2%	?
O=C(O)c1cccc2c1C(=O)N(C1CCCCC1)C2	2%	4	6%	28
COC(=O)CN(c1ccc(C)c(Cl)c1)S(C)(=O)=O	28%	-10[1.84 µM]	-12%[11.4 µM]	-18
CC(C)(C)C1CCc2onc(C(=O)Nc3ccc(F)cc3F)c2C1 (centres undefined)	-5%	0	13%	13
Cc1ccc2c(c1)Sc1ccccc1CC2=O	-4%	4	4%	35
CCCOc1ccc(C(CC(=O)O)NC(=O)C23CC4CC(CC(C4)C2)C3)cc1 (centres undefined)	0%	2	-5%	?
CCOC(=O)NCc1ccc2c(c1)cc(C)n2C	-9%	5	-7%	42
CCc1nnc(NC(=O)[C@@H](NC(=O)c2cccc(S(=O)(=O)N3CCOCC3)c2)C(C)C)s1	-7%	8	9%	-6
COc1ccc(OC)c(NS(=O)(=O)c2cccs2)c1	5%	-14	nt	?
Cc1cc(C)n(/N=C/c2cccc(O)c2)c(=O)c1C(N)=O	-4%	-5	1%	6

Taken from the results shown for reference:
SMILES	12-hLO inh	IMPase inh	15-hLO-2 inh	PNC assembly inh
CCOC(=O)NCc1ccc2c(c1)cc(C)n2C	-9%	5	-7%	42
CCc1nnc(NC(=O)[C@@H](NC(=O)c2cccc(S(=O)(=O)N3CCOCC3)c2)C(C)C)s1	-7%	8	9%	-6
COc1ccc(OC)c(NS(=O)(=O)c2cccs2)c1	5%	-14	nt	?
Cc1cc(C)n(/N=C/c2cccc(O)c2)c(=O)c1C(N)=O	-4%	-5	1%	6

One compound at a time, from the list above. Values in the order: 12-hLO inh, IMPase inh, 15-hLO-2 inh, PNC assembly inh
Entry for `O=C(CSc1n[nH]c(-c2cccnc2)n1)Nc1ccnc2ccccc12` : 7%, 0, -10%, 51
Entry for `CCOC(=O)NCc1ccc2c(c1)cc(C)n2C` : -9%, 5, -7%, 42

Next section:
SMILES	12-hLO inh	IMPase inh	15-hLO-2 inh	PNC assembly inh
C=C(C)CNC(=S)N/N=C(\C)c1ccc(Cl)s1	?	nt	nt	12
CCOc1ccc(-c2nnn(CC(=O)N3CCCC3)n2)cc1OCC	3%	-2	nt	?
CCCCCc1nc(N)c(C#N)c(-c2ccco2)c1CCCC	-11%	5	9%	-6
O=C(NN=C1C2CC3CC(C2)CC1C3)c1cccs1	7%	1	-4%	?
CCNc1nc(N)nc(Oc2ccc(OCc3ccccc3)nn2)n1	8%	1	nt	29
COc1ccccc1-c1nnc(SCC(=O)Nc2ccc(Cl)cc2Cl)o1	-19%	-7	-8%	-22
CCc1ccccc1NC(=O)CN(C)C(=O)COc1ccc(C)nc1[N+](=O)[O-]	-5%	nt	nt	-8
COC(=O)Cn1cnc2sc(C)c(S(=O)(=O)N3CCN(c4ccccc4OC)CC3)c2c1=O	1%	1	0%	-4
COc1ccc(CCN(Cc2cc3cccc(C)c3[nH]c2=O)C(=O)N2CCCC2)cc1OC	3%	4	7%	-25
O=C(O)C/C(=C\c1ccco1)C(=O)O	4%[11.4 µM]	nt	-4%[11.4 µM]	nt
Cc1cc([N+](=O)[O-])ccc1N(C)C	2%	nt	nt	12
CN(c1ccc(C(=O)N2CCN(Cc3ccc4c(c3)OCO4)CC2)cc1)S(=O)(=O)c1ccccc1	4%	6	5%	-23
CCN1C(=O)c2cccc3c(S(=O)(=O)N(C(=O)c4cccnc4)c4ccc(OC)cc4)ccc1c23	3%	nt	nt	?
CN(C)c1ccc(C(c2nnnn2C(C)(C)C)N2CCN(C(=O)c3ccco3)CC2)cc1 (centres undefined)	-2%	5	3%	38
COc1ccc(NC(=O)C(CC(=O)O)Cc2ccccc2)cc1 (centres undefined)	-2%	-2	-7%	-3
Cc1cnn(-c2ccc3nnc(-c4ccc(Br)cc4)n3n2)c1	-2%	?	-1%	?
CC1=CCC2C(=O)N(c3cc(C)on3)C(=O)C2C1 (centres undefined)	-2%	9	nt	?
CC(C)(C)c1ccc2c(c1)OCC(C(=O)O)O2 (centres undefined)	-16%	-5	-2%	25
CCn1nnnc1SCC(=O)Nc1cccc(NC(C)=O)c1	8%	1	-9%	34
CCOC(=O)C1=C(C)Nc2ncnn2C1c1ccccc1F (centres undefined)	4%	4[1.84 µM]	2%[11.4 µM]	?

Shown in CSV form: entries from further up.
molecule,12-hLO inh,IMPase inh,15-hLO-2 inh,PNC assembly inh
COc1ccc(CCN(Cc2cc3cccc(C)c3[nH]c2=O)C(=O)N2CCCC2)cc1OC,3%,4,7%,-25
O=C(O)C/C(=C\c1ccco1)C(=O)O,4%[11.4 µM],nt,-4%[11.4 µM],nt
Cc1cc([N+](=O)[O-])ccc1N(C)C,2%,nt,nt,12
CN(c1ccc(C(=O)N2CCN(Cc3ccc4c(c3)OCO4)CC2)cc1)S(=O)(=O)c1ccccc1,4%,6,5%,-23
CCN1C(=O)c2cccc3c(S(=O)(=O)N(C(=O)c4cccnc4)c4ccc(OC)cc4)ccc1c23,3%,nt,nt,?
CN(C)c1ccc(C(c2nnnn2C(C)(C)C)N2CCN(C(=O)c3ccco3)CC2)cc1 (centres undefined),-2%,5,3%,38
COc1ccc(NC(=O)C(CC(=O)O)Cc2ccccc2)cc1 (centres undefined),-2%,-2,-7%,-3

Next structures.
SMILES	12-hLO inh	IMPase inh	15-hLO-2 inh	PNC assembly inh
CS(=O)(=O)c1ccc(Cl)c(NC(=O)COC(=O)CNC(=O)c2ccc(Br)o2)c1	0%	-1	1%	?
Cc1nn(-c2ccccc2)c2c1C(c1ccc([N+](=O)[O-])cc1)N1C(=N2)C(=O)Nc2ccccc21 (centres undefined)	0%	-1	nt	-10
Cc1ccc(CS(=O)(=O)CCC(=O)NCCN(C)Cc2ccccc2)cc1	-2%	6	14%	11
CCOc1ccccc1N(C(=O)Nc1cccc(Cl)c1)C1=NC(C)CS1 (centres undefined)	9%	nt	nt	-4
CCOC(=O)c1sc(NC(C)=O)nc1-c1ccccc1	0%	2	0%	0
CN(C)CCOC(=O)c1cccc(Br)c1	5%	4	8%	?
COc1ccc(-c2nc3cnc(OC)nc3n(Cc3ccc(F)cc3)c2=O)cc1	-3%	nt	-6%	nt
CC(CCc1ccccc1)NC(=O)CSc1nccc(=O)[nH]1 (centres undefined)	0%	-3	-3%	16
COc1cccc(C2C(C(N)=O)=C(C)Nc3nc(-c4ccccc4Cl)nn32)c1 (centres undefined)	-8%	4	3%	?

Pulled by structure from the list above:
SMILES	12-hLO inh	IMPase inh	15-hLO-2 inh	PNC assembly inh
CS(=O)(=O)c1ccc(Cl)c(NC(=O)COC(=O)CNC(=O)c2ccc(Br)o2)c1	0%	-1	1%	?
CC(CCc1ccccc1)NC(=O)CSc1nccc(=O)[nH]1 (centres undefined)	0%	-3	-3%	16
Cc1nn(-c2ccccc2)c2c1C(c1ccc([N+](=O)[O-])cc1)N1C(=N2)C(=O)Nc2ccccc21 (centres undefined)	0%	-1	nt	-10
